p53null 32C kill = p53 null cell cytotoxicity, permissive temperature | H1299-neo p53 null cells, ATP luminescence, 24 h, 32C | Potency, µM (series often up to 46.1 µM), for inactives: at the top dose activity change, negative = cytotoxicity, usual class: cytotoxic | 0.62% of 55,000 active | AID 903;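 also: potency is read from the fitted curve at half-maximal effect; 0% = DMSO only and -100% = full killing by 100 µM tamoxifen; nearly all actives have a fitted effect of over 55% in size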
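Cytotoxicity: H1299-neo (no p53), 32C, 24 h treatment. Concentrations up to 46 uM. Readout cellular ATP, luminescence. Normalization to DMSO basal and tamoxifen 100 uM maximal kill.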
PTAP-TSG101 blk = TSG101-PTAP interaction inhibition, HIV-1 budding. AID 1347069. 44,000 tested, under 10 active. Fluorescence polarization, FITC-PTAP peptide/Tsg101, 20 min. Potency, µM (top dose mostly 115 µM), without a hit: at the top dose activity change, negative = inhibition, actives largely listed as inhibitors; also: potency is read from the fitted curve at half-maximal effect; 0% is about no effect
Target sequence (Q99816 whole entry, looked up): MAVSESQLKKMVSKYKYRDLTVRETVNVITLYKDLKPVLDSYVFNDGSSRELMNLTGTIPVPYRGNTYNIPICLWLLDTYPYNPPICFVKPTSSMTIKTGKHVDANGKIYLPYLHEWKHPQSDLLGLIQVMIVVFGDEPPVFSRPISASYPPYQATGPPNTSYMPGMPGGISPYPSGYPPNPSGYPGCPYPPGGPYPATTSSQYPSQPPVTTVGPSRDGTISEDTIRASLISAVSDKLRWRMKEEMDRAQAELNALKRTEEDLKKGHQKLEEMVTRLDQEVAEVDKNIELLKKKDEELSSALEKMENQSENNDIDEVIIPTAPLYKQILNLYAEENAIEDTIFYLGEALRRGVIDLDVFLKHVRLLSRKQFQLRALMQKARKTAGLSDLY
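Fluorescence polarization binding of Tsg101 binding domain (10 uM final) to FITC-labeled PTAP-motif peptide (50 nM final) in HEPES pH 7.5/NaCl/Tween 20/EDTA/TCEP buffer; 20 min at r.t. Actives by curve class, <25 µM, efficacy <60% inhibition.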
p53null 39C tox = selectivity test: cytotoxicity in p53 null cells, nonpermissive temperature; H1299 p53-null (neo) cells, 39C, ATPlite viability, 24 h; Potency, µM (highest dose often 46.1 µM), inactives show top-dose activity, negative = cell killing, usual class: cytotoxic; 0.97% of 55,000 active;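 also: potency is read from the fitted curve at half-maximal effect; 0% = DMSO only and -100% = full killing by 100 µM tamoxifen; nearly all actives have a fitted effect of over 50% in size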
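Following overnight plating at 37C (600 cells/well), H1299-neo or H1299-p53A138V cells are dosed up to 46 uM. Incubation lasts 24 hr at 39C before ATP detection.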
GALK inh = GALK (human) enzyme inhibition | P51570 | recombinant GALK, Kinase-Glo ATP luminescence, 1 h | Potency, µM (top dose mostly 57.5 µM), without a hit: at the top dose activity, negative = inhibition, hits mostly inhibitors | 44,000 tested, under 10 active | AID 1347072;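 also: plate controls were full GALK reaction for no effect and reaction lacking GALK for full effect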
Target sequence (P51570 whole entry, looked up): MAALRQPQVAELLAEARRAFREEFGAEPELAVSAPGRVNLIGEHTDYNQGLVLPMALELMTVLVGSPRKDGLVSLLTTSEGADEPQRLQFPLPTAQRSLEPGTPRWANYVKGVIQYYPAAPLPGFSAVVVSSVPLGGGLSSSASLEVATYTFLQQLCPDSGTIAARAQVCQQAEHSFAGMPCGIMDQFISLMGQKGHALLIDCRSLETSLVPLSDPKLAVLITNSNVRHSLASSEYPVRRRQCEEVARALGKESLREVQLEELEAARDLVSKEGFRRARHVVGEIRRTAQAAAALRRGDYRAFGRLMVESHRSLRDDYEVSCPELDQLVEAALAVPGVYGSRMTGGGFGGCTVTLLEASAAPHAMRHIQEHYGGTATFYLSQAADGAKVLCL
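Human GALK (5 nM) was incubated with 35 uM ATP and 100 uM galactose in 20 mM HEPES pH 8.0 with MgCl2, NaCl, DTT and BSA for 1 h at room temperature. Remaining ATP was measured by Kinase-Glo Plus luminescence.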
NTMT1 inh = blocks human N-terminal methyltransferase 1 activity | Potency, µM (titrated, usually from 114 µM), for inactives: at the highest dose activity change, negative = inhibition, usual class: inhibitors | 2.5% of 59,000 active | NTMT1 MTase-Glo SAH luminescence, purified enzyme;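 also: potency is read from the fitted curve at half-maximal effect; plate controls were DMSO vehicle for no effect and no enzyme for full effect; nearly all actives have a fitted effect of over 65% in size; many of its hits are not listed in these tables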
Target sequence (Q9BV86 whole entry, looked up): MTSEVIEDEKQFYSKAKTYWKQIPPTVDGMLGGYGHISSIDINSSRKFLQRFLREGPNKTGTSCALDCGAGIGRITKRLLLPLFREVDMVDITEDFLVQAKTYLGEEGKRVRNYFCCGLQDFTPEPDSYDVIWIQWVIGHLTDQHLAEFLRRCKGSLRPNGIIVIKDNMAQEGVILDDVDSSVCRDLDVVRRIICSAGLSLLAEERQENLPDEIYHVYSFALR
B2AR arrestin ag = agonists recruiting beta-arrestin to human beta2-adrenergic receptor | HTLA Tango cells, beta-arrestin recruitment, luciferase luminescence, 18 h | Potency, µM (highest dose often 46.1 µM), without a hit: at the highest dose activation, actives largely listed as activators | 44,000 tested, under 10 active;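 also: potency is read from the fitted curve at half-maximal effect; 0% = DMSO and full agonism = EC100 isoproterenol or metaproterenol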
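Tango cell line, 1% FBS DMEM; cpd titration up to 46 microM; 18 hr, 37 degrees C, 5% CO2. Luciferin/ATP substrate mix added, 15 min RT, luminescence. %Activity, CRC fitting, curve-class categorization.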
FH mod = Identification of activators of human fumarate hydratase by quantitative high-throughput screening; AID 1347055, 2019; Fumarate hydratase, mitochondrial (Homo sapiens), P07954; 0.22% of 54,000 active; FH coupled MDH/diaphorase resazurin fluorescence, 15 min; Potency, µM (doses to about 79.9 µM), without a hit: top-dose activity change, negative = inhibition, most hits filed as inhibitors; also: potency is read from the fitted curve at half-maximal effect; % is scaled to controls: 0 for no effect and ±100 for the full control effect; the screen sought activators but most active calls are inhibition curves; nearly all actives have a fitted effect of over 45% in size
* hit, by the source's call; ? = inconclusive; . = no result given; [ ] = another dose, or the depositor's remark. Calls follow the shape of the dose curve; as a rule, active = well fitted curve in the direction sought with a large enough effect; inconclusive = small, poorly fitted or top-dose-only effect, or another doubt; inactive = no such curve, though single readings can be large; an effect the other way counts as inactive or inconclusive.

Molecule	p53null 32C kill	PTAP-TSG101 blk	p53null 39C tox	GALK inh	NTMT1 inh	B2AR arrestin ag	FH mod
CCSc1nnc2c(n1)OC(c1sccc1C)N(C(C)=O)c1ccccc1-2 (stereo unspecified)	35%[activator]	-1%	21%	-2%	-10%	-1%	0%
Cc1ccc(CN2COc3ccc4c(C)cc(=O)oc4c3C2)cc1	-8%	-4%	12%	2%	-3%	-1%	-4%
CC(C)(C)OC(=O)N1CCC(c2c(C(=O)N3CCN(C(=O)c4ccco4)CC3)cnn2-c2ccc(F)cc2F)CC1	5%	-1%	-11%	1%	-3%	1%	3%
Cc1ccc(C(=O)CSc2nc(-c3ccccc3)nc3c2CCCC3)c(C)c1	-3%	0%	-6%	0%	?	1%	1%
COc1ccc(NC(=O)CN(C)S(=O)(=O)c2cnc[nH]2)cc1	-4%	-9%	1%	-12%	2%	-3%	-1%
O=C(C1COc2ccccc2O1)N(Cc1cccnc1)c1nc2c(F)cc(F)cc2s1 (stereo unspecified)	-2%	2%	-1%	-2%	-12%	-2%	-13%
CCCN(Cc1cccs1)C(=O)Nc1ccc(OCC)cc1	0%	3%	15%	2%	?	-3%	3%
COc1ccc(C(=O)c2cn(CC(=O)Nc3cc(OC)cc(OC)c3)c3ccc(OC)cc3c2=O)cc1	?	1%	0%	-4%	-4%	1%	-1%
Cc1ccc2oc(=O)c3cnn(CC(=O)N4CCN(c5cccc(C(F)(F)F)c5)CC4)c3c2c1	?	1%	-5%	5%	12%	0%	0%
CCOc1ccc(NC(=O)c2oc3ccccc3c2NC(=O)C(C)Oc2ccccc2)cc1 (stereo unspecified)	32%[activator]	-1%	8%	-2%	10%	0%	-23%
CCCc1cc(=O)[nH]c2nnc(SCC(=O)Nc3ccc(OC)cc3)n12	-6%	-9%	26%	2%	2%	-3%	-11%
CCOc1ccc(CCn2c3c(c(=O)[nH]c2=O)C(NC(=O)c2ccccc2)(C(F)(F)F)C(=O)N3)cc1OCC (stereo unspecified)	5%	-1%	17%	8%	-4%	1%	-4%
COc1cccc(Oc2nc3c(c(=O)n(Cc4ccccc4Cl)c(=O)n3C)n2C)c1	-1%	-1%	-13%	0%	12%	0%	-6%
Cc1cc(OC(C)C(=O)N(Cc2ccc(N(C)C)cc2)Cc2ccco2)ccc1Cl (stereo unspecified)	42%[activator]	0%	36%[activator]	-3%	5%	0%	-23%
Cc1cccc(N(C)S(=O)(=O)c2ccc3c(c2)NC(=O)CC(=O)N3)c1	-5%	0%	4%	5%	0%	-1%	-3%
Cc1ccccc1NC(=O)CN(C)S(=O)(=O)c1cccc2nsnc12	-11%	2%	19%	5%	-2%	4%	1%
Cc1cc(C)c(S(=O)(=O)NCC(c2ccc(N(C)C)cc2)N2CCOCC2)c(C)c1 (stereo unspecified)	-1%	-5%	18%	1%	-3%	0%	1%
Cc1nc2ccn(Cc3cccs3)c(=O)c2cc1C(=O)Nc1ccccc1	7%	0%	-12%	-1%	.	2%	.
Cc1ccc(NC(=O)Cn2c(=O)n(Cc3ccc4c(c3)OCO4)c(=O)c3ccccc32)cc1	4%	1%	-9%	0%	3%	0%	1%
Cc1ccc(-c2noc(CN(C3CCCCC3)S(=O)(=O)c3ccc(Cl)cc3)n2)cc1	-13%	0%	-13%	4%	20%	0%	-17%

Some of these compounds in order of length of the SMILES, smallest number first:
Molecule	p53null 32C kill	PTAP-TSG101 blk	p53null 39C tox	GALK inh	NTMT1 inh	B2AR arrestin ag	FH mod
Cc1ccc(C(=O)CSc2nc(-c3ccccc3)nc3c2CCCC3)c(C)c1	-3%	0%	-6%	0%	?	1%	1%
CCOc1ccc(NC(=O)c2oc3ccccc3c2NC(=O)C(C)Oc2ccccc2)cc1 (stereo unspecified)	32%[activator]	-1%	8%	-2%	10%	0%	-23%
Cc1cc(C)c(S(=O)(=O)NCC(c2ccc(N(C)C)cc2)N2CCOCC2)c(C)c1 (stereo unspecified)	-1%	-5%	18%	1%	-3%	0%	1%

Record cards (already shown):
Results for CCCc1cc(=O)[nH]c2nnc(SCC(=O)Nc3ccc(OC)cc3)n12 = p53null 32C kill: -6%; PTAP-TSG101 blk: -9%; p53null 39C tox: 26%; GALK inh: 2%; NTMT1 inh: 2%; B2AR arrestin ag: -3%; FH mod: -11%
Results for Cc1cc(OC(C)C(=O)N(Cc2ccc(N(C)C)cc2)Cc2ccco2)ccc1Cl (stereo unspecified) = p53null 32C kill: 42%[activator]; PTAP-TSG101 blk: 0%; p53null 39C tox: 36%[activator]; GALK inh: -3%; NTMT1 inh: 5%; B2AR arrestin ag: 0%; FH mod: -23%

More structures follow:
Molecule	p53null 32C kill	PTAP-TSG101 blk	p53null 39C tox	GALK inh	NTMT1 inh	B2AR arrestin ag	FH mod
COc1ccc(NC(=O)c2ccc3c(SCC(=O)O)c4c(nc3c2)CCC4)c(OC)c1	-10%	-1%	-8%	5%	-24%	1%	-22%
Cc1ccc(Cc2cnc(NC(=O)c3ccc4c(c3)CC(c3ccccc3)OC4=O)s2)cc1 (stereo unspecified)	1%	1%	6%	3%	41%[activator]	9%	-8%
CCC(C(=O)NCc1cc(OC)ccc1OC)n1nc(C)c2sc3ccccc3c2c1=O (stereo unspecified)	1%	0%	-9%	-2%	7%	-2%	-12%
CCn1c2ccccc2c2cc(NC(=O)COc3cc(C)c(Cl)c(C)c3)ccc21	-2%	-1%	-12%	3%	8%	-1%	-10%
CCOc1ccccc1CNC(=O)C1CCN(c2nn3cc(-c4ccc(F)cc4)nc3s2)CC1	-8%	3%	-4%	1%	3%	-1%	6%
O=C(NCCc1csc2nc(-c3ccccc3F)nn12)c1ccccc1C(F)(F)F	-10%	-3%	7%	-2%	-4%	-1%	-21%
Cc1ccc(CNC(=O)c2nc(SCc3cccc(C)c3)ncc2Cl)cc1	-6%	2%	-23%	3%	6%	-1%	-13%
COCCN(Cc1ccc(C)c(Br)c1)S(=O)(=O)c1ccc2[nH]c(=O)ccc2c1	0%	-2%	-11%	1%	16%	-1%	-7%
Cc1ccc(C(C)C)c(OCCCn2c(=O)oc3ccc(C)cc32)c1	-2%	0%	-9%	0%	0%	0%	-17%
CCS(=O)(=O)N1CCC2(CC1)OC(=O)C(C)=C2C(=O)NCc1cccc(Cl)c1	-9%	-1%	9%	5%	-5%	0%	5%
CCc1ccc(CNC(=O)c2sc3ncccc3c2-n2c(C)ccc2C)cc1	29%	-5%	20%	-3%	7%	-1%	-36%
O=S(=O)(NCCc1cn2ccsc2n1)c1ccc(Cl)cc1	?	-5%	9%	2%	4%	-1%	4%
CCc1cccc(NC(c2ccccc2)c2nnc(-c3ccccc3F)o2)c1 (stereo unspecified)	27%	-3%	24%	1%	4%	0%	-21%
COc1cccc(NC(=O)N(Cc2c[nH]c3ccccc23)C2CCCCCC2)c1	5%	0%	?	-2%	-16%	0%	-31%
Cc1c(-c2ccccc2)n(-c2ccccc2O)c2nc3c(c(=O)n(C)c(=O)n3C)n12	-24%	-4%	-16%	1%	?	1%	?
CCOc1ccc(-n2nc3ccc(NC(=O)COc4ccccc4C)cc3n2)cc1	-18%	0%	-6%	-3%	15%	0%	-1%
Cc1cccc(NC(=O)C2CCCN(c3nc4ccccc4s3)C2)c1C (stereo unspecified)	-3%	0%	-16%	-4%	4%	-2%	11%
COc1ccc(NS(=O)(=O)c2ccc3[nH]c4c(c3c2)CCCC4)cc1OC	-8%	-5%	12%	1%	-17%	0%	?
Cc1ccc(NC(=O)C(C)Sc2nc(=O)cc(N)n2-c2ccccc2)cc1 (stereo unspecified)	-4%	0%	-6%	0%	-2%	0%	2%
CCOc1ccc(C(=O)Nc2nc(-c3ccc(Br)cc3)ns2)cc1	-8%	-1%	?	-1%	0%	-4%	2%

Among those listed so far, 3 have a furan ring, fused or not.
Molecule	p53null 32C kill	PTAP-TSG101 blk	p53null 39C tox	GALK inh	NTMT1 inh	B2AR arrestin ag	FH mod
CC(C)(C)OC(=O)N1CCC(c2c(C(=O)N3CCN(C(=O)c4ccco4)CC3)cnn2-c2ccc(F)cc2F)CC1	5%	-1%	-11%	1%	-3%	1%	3%
CCOc1ccc(NC(=O)c2oc3ccccc3c2NC(=O)C(C)Oc2ccccc2)cc1 (stereo unspecified)	32%[activator]	-1%	8%	-2%	10%	0%	-23%
Cc1cc(OC(C)C(=O)N(Cc2ccc(N(C)C)cc2)Cc2ccco2)ccc1Cl (stereo unspecified)	42%[activator]	0%	36%[activator]	-3%	5%	0%	-23%

(further entries)
Molecule	p53null 32C kill	PTAP-TSG101 blk	p53null 39C tox	GALK inh	NTMT1 inh	B2AR arrestin ag	FH mod
Cc1ccc(C)c(S(=O)(=O)c2nnn3c2nc(NCc2ccc4c(c2)OCO4)c2sccc23)c1	-8%	-1%	6%	6%	24%	-1%	-17%
O=C(CCn1c(=O)c2cccn2c2cccnc21)NCc1ccccc1F	-3%	0%	?	4%	-1%	4%	-12%
Cc1cc(OCCCn2c(CCNC(=O)C3CCCCC3)nc3ccccc32)ccc1Cl	?	-1%	25µM*	0%	?	-3%	?
O=c1c2oc3ccccc3c2n(Cc2cccc(C(F)(F)F)c2)c(=O)n1Cc1ccc2c(c1)OCO2	-7%	1%	6%	4%	1%	0%	-20%
Cc1c(Cl)ccc2sc(N3CCN(C(=O)c4ccco4)CC3)nc12	0%	-5%	32%[activator]	1%	1%	-3%	-19%
Cc1ccccc1Cn1c(CCCNC(=O)C2CCCCC2)nc2ccccc21	11%	-3%	-6%	-3%	3%	-4%	-12%
Cc1ccc(CNC(=O)C2CCCN(S(=O)(=O)c3cccc4nsnc34)C2)cc1 (stereo unspecified)	9%	6%	1%	8%	6%	-1%	-10%
CCC(=O)C1=C(c2ccc(OC)c(OC)c2)N(C(=O)CC)n2c(CC)nnc2S1	-2%	-11%	7%	0%	-15%	0%	2%
COc1ccc(C(CC(=O)Nc2ccc(Br)cn2)N2Cc3ccccc3C2=O)cc1 (stereo unspecified)	-11%	-1%	2%	0%	.	0%	.
CCOC(=O)c1cc2c(=O)n3ccccc3nc2n(C(C)C)c1=NC(=O)c1cc2ccccc2o1	-2%	0%	12%	?	-1%	0%	-4%
COC(=O)c1cc(NC(=O)Cn2nc(-c3ccc(C)c(C)c3)ccc2=O)cc(C(=O)OC)c1	0%	3%	-16%	-5%	-3%	-2%	-6%
COC(=O)c1c(SCC(=O)Nc2cc(F)ccc2F)[nH]c2ccc(C)cc2c1=O	?	3%	?	-1%	21%	0%	-19%

Source: PubChem BioAssay

Not all compounds are listed, so the mix of outcomes need not match the whole.
